Screening results deposited in PubChem BioAssay by several laboratories.
HTRA1 inh – HTRA1 (human) protease inhibition; recombinant HTRA1, FP-rhodamine activity-based probe, fluorescence polarization; inhibition, % at 5.96 µM; hit rate 0.5% among 340,000; in the data active = inhibition above about 36%;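 note: 0% = enzyme with DMSO and 100% = wells lacking enzyme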
NPR2 activator – GC-B (human) receptor activation; hit rate 0.11% among 370,000; AID 1920062; HEK293-GC-B cells, CNP EC30, cGMP TR-FRET; 0% at EC30 CNP, 100% saturating CNP; activation, % at 10 µM;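 active = activation at 10 µM reaching about 35% in either raw or pattern-adjusted values, limit read from the data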
UHRF1 binding – blocks human UHRF1 binding to methylated DNA; inhibition, % at 4.4 µM; hit rate 0.75% among 370,000; UHRF1 binding to methylated oligo, TR-FRET; Q96T88; AID 687016; in the data active = inhibition above about 21%;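 note: UHRF1 SRA domain binding a hemimethylated CpG hairpin DNA probe; 0% = median of test compound wells and 100% = reference inhibitor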
PRMT1 FP inh – blocks human protein arginine methyltransferase 1; Q99873; recombinant PRMT1, activity-based probe fluorescence polarization; inhibition, % at 2.79 µM; hit rate 1.3% among 370,000; AID 652257;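 active = inhibition above about 21% made by adding two undisclosed values, limit read from the data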
TCR-CD3 inh – inhibitors of human TCR-CD3 interaction | hit rate 0.37% among 360,000 | TAMRA-labeled TCR probe fluorescence, biochemical | inhibition, % at 9.4 µM; in the data active = inhibition above about 19%;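 note: recombinant mutant TCR 2C K166C tagged with TAMRA read by polarization; 0% = receptor in buffer alone and 100% = receptor with positive control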
SIAE inh – blocks human sialic acid acetylesterase | Q9HAT2 | AID 1053197 | inhibition, % at 9.66 µM | SIAE FP-Rh probe binding, fluorescence polarization | hit rate 0.69% among 370,000;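 active = inhibition above a cutoff: mean of compounds within the control limits plus 3 SD of those, cut at about 17% in these data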;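 note: 0% = plate median of compound wells and 100% = probe without SIAE protein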
NPR1 activator – GC-A (human) enzyme activation; AID 1671463; activation, % at 10 µM; HEK293 GC-A cells, cGMP TR-FRET, EC30 ANP; 0% at EC30 ANP, 100% saturating ANP; P16066; hit rate 0.14% among 370,000; in the data active = activation above about 40%
Target sequence (P16066 whole entry, looked up): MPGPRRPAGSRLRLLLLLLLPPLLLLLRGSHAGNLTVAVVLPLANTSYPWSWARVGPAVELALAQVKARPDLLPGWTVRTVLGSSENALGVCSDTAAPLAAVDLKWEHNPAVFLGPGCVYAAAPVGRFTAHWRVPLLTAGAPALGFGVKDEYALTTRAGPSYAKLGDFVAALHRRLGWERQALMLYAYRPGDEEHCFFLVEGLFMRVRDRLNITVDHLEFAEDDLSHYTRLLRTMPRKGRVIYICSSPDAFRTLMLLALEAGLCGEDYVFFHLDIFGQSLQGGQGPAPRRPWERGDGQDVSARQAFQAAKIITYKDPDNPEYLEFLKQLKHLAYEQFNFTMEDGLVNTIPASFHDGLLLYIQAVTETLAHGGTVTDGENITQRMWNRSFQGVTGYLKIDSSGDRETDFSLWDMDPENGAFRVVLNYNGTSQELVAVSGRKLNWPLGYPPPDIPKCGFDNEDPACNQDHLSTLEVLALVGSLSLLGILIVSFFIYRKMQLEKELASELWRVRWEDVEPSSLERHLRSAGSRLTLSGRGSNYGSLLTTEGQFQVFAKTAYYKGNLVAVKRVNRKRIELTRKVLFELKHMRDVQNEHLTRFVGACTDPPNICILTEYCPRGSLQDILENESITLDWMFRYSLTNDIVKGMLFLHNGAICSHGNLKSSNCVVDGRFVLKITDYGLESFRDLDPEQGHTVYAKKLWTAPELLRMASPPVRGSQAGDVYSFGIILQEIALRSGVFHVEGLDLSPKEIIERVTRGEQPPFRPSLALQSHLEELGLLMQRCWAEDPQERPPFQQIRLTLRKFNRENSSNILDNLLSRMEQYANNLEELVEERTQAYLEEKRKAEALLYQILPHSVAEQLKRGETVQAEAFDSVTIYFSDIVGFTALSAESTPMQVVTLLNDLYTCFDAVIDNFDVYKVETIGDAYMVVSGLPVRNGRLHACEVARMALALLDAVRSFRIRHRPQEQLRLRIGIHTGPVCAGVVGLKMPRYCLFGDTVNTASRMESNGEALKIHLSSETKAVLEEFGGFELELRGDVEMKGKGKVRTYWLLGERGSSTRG
rCAG binder – molecules binding r(CAG) RNA repeats | r(CAG) RNA repeat, TO-PRO-1 dye displacement fluorescence | inhibition, % at 3 µM | hit rate 1.3% among 370,000 | AID 651821;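 active = inhibition above the plate cutoff, the mean of all test compounds on that plate plus 3 SD, cut at about 35% in these data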;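 note: 0% = DMSO alone and 100% = 100 µM mitoxantrone as full dye displacement; higher means more dye released from RNA so lower well fluorescence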
MBD2 DNA inh – MBD2-methylated oligo binding inhibition; TR-FRET, MBD2 binding to methylated oligonucleotide; Q9UBB5; hit rate 0.31% among 370,000; inhibition, % at 4.4 µM; AID 686964; in the data active = inhibition above about 13%
mABHD4 FP – inhibitors of mouse ABHD4. hit rate 0.54% among 370,000. inhibition, % at 8.92 µM. purified mABHD4, FP-Rh probe fluorescence polarization. Q8VD66;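 active = inhibition exceeding the mean over every tested compound plus 3 SD, cut at about 30% in these data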;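 note: 0% = plate median of compound wells and 100% = S159A mutant with DMSO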
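Assay system: mouse ABHD4 enzyme, wild type / Also added: fluorescent activity-based probe FP-Rh / Doses: single nominal dose of 8.92 µM, 0.89% DMSO final / Timing: 45 min compound pre-incubation plus 60 min probe step, 25 °C / Signal: FP readout, ex 525 nm / em 598 nm / Control set: S159A mutant/DMSO as 100%, compound-well median as 0%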
Starred values were filed as active, the others as inactive; . = no result given.

SMILES	HTRA1 inh	NPR2 activator	UHRF1 binding	PRMT1 FP inh	TCR-CD3 inh	SIAE inh	NPR1 activator	rCAG binder	MBD2 DNA inh	mABHD4 FP
CCOc1ccc(CCn2c(-c3ccco3)nc3ccccc3c2=O)cc1OCC	-8	-3	-3	2	-2	2	8	-5	-3	-5
CC1(C)CCCN(C(=O)N2c3ccccc3Sc3ccccc32)C1	-7	-1	2	1	0	-4	-10	0	6	7
NC(=O)c1cccc(-c2coc3c(C(=O)NCc4ccccc4)cccc23)c1	.	37*	-1	6	-5	-1	21	3	2	-11
COc1cccc(CN2CCCC(C(=O)N3CCCCC3)C2)c1OC (centres undefined)	4	4	0	1	0	10	0	3	-2	10
CCCN(C)C1CN(Cc2cn(Cc3ccc(F)cc3)nn2)S(=O)(=O)C1 (centres undefined)	.	4	9	3	0	3	1	1	5	4
CSc1ncnc2c1ncn2CCCNCCCc1ccccc1	1	1	4	8	-6	0	-2	2	6	-16
CC(C)NC(=O)N(C)C[C@H]1Oc2c(NC(=O)Nc3ccc(C(F)(F)F)cc3)cccc2C(=O)N([C@H](C)CO)C[C@@H]1C	-16	0	-2	-2	3	2	0	-3	-1	-6
CCCCc1cc2c(s1)CCCC/C2=N/O	-9	-4	1	2	4	3	-2	4	6	-8
COc1ccc(NC(=O)C2C(=O)N(C)C3(C)CC2c2ccccc2O3)cc1 (centres undefined)	-1	5	2	2	5	2	2	2	-2	1
CCN1CCN(C(=S)Nc2ccc3nc4n(c(=O)c3c2)CCCCC4)CC1	1	2	0	0	2	-1	-1	-2	-4	6
Cn1cc(CCNC(=O)CC2C(=O)NCCN2CC(c2ccccc2)c2ccccc2)cn1 (centres undefined)	-3	0	1	6	-2	6	-4	1	5	5
CN1CCc2nc(SCc3ccc(C(C)(C)C)cc3)c(C#N)cc2C1	-29	-7	0	-1	6	1	-6	0	-1	-7
CCOCCn1c(SC)nc2c1c(=O)[nH]c(=O)n2C	2	2	-2	17	2	12	3	-1	4	-1
COc1ccc(N2CCN(c3ccnc4cc(Cl)ccc34)CC2)cc1	0	-5	1	2	-4	7	0	0	10	0
CCCCN1C=C(C(=O)c2ccccc2)C(=O)CC1	1	0	8	0	8	-3	0	1	3	1
CCOC(=O)c1c(S(=O)(=O)NCC(=O)Nc2cc(C)ccn2)c(C)n(C)c1C	4	-4	6	-2	3	-1	-2	-1	2	0
CCOc1cccc(-c2cnc3cccnn23)c1	.	5	-2	0	-2	-2	4	1	-2	-1
Cc1ccccc1C(=O)N[C@H](C(=O)N1CCC[C@H]1C(=O)NCCc1ccccc1Cl)c1ccccc1	.	-10	-2	1	-8	2	-2	0	2	4
COc1ccc(CC(=O)Nc2ccc(F)c(F)c2F)cc1S(=O)(=O)N1CCOCC1	5	1	4	-9	5	1	4	1	0	-7
Cc1cccc(NC(=O)Cn2nc(-c3cccs3)ccc2=O)c1C	4	0	-3	-4	7	5	-2	-3	-3	0
CCOC(=O)CCc1c(C)n(CC)c2cc(-c3ccccc3OC)nn2c1=O	3	-1	-3	-2	4	-3	0	-8	1	-2
COc1cc2nc(C3CCC3)n(NC(=O)c3ccco3)c(=O)c2cc1OC	2	0	2	-2	14	0	-1	1	-1	7
COc1ccc(OC)c(S(=O)(=O)NCC(c2ccco2)N2CCc3ccccc3C2)c1 (centres undefined)	-11	-3	-1	-3	-3	-2	-6	-5	-3	-12
CSc1ccc(C=Nn2c(-c3ccc(F)cc3)n[nH]c2=S)cc1	.	-12	0	21*	.	2	1	45*	-5	1
COc1ccc(OCC(=O)Nc2ccc(N3CCN(Cc4ccccc4F)CC3)cc2)cc1	1	2	-5	-2	1	0	-9	-3	-1	-2
CCCCCCC(C)n1[nH]c(=O)c2c(C)cc(=O)[nH]c21 (centres undefined)	-2	6	13	-3	3	0	4	-1	-1	4
COC(=O)c1c(-n2c(C)cc(C=O)c2C)sc2c1CCCC2	4	-3	1	0	3	0	-9	-4	-3	-9
CC(=O)c1ccc(NS(=O)(=O)Cc2ccc(Cl)cc2)cc1	0	-3	3	1	1	9	1	8	2	0
CCN(CC)S(=O)(=O)c1cc(NC(=O)CSc2n[nH]c(N)n2)ccc1C	4	2	0	-1	0	3	0	3	-3	2
CN(C)CCn1c2c(c(SCC(=O)N3CCc4ccccc43)nc1=O)CCCC2	1	-4	1	0	-5	5	1	1	0	0
Cc1ccc(S(=O)(=O)N2CCOCC2)cc1NC(=O)CSc1n[nH]c(N)n1	8	0	2	0	6	-1	1	1	1	5
O=C(Oc1ccc(N(C(=O)c2ccncc2)S(=O)(=O)c2cccs2)cc1)c1ccncc1	3	-4	3	9	-8	-7	-5	2	5	-10
COc1ccc(N(C)C(=O)C2CCN(S(=O)(=O)c3cccc4nonc34)CC2)c(OC)c1	-2	-21	-1	1	-1	3	-16	-1	0	1
COc1cccc(OC)c1NC(=O)OCCN1CCCC12CCC(c1ccccc1)CC2 (centres undefined)	.	-23	2	-3	.	3	-26	.	1	4
Cc1nn(C)cc1/C=N\NC(=O)c1ccc2c(c1)c(C)c(C)n2Cc1ccccc1	-21	11	1	1	7	1	8	4	-1	-11
CCc1ccc(CNCc2ccc(F)cc2)cc1	-2	-6	-1	-1	1	-2	0	5	-2	-7
CC1CCC(NS(=O)(=O)c2ccc3c(c2)n(C)c(=O)c(=O)n3C)CC1 (centres undefined)	2	4	1	-3	9	6	1	-3	-2	-1
O=C(CSc1ccc(-c2ccncc2)nn1)N1CCN(c2ccccc2)CC1	2	3	-3	-2	-2	6	0	-4	-2	1
O=C(NCCc1ccccc1)c1cnc2sccn2c1=O	-3	-4	0	5	-1	-3	4	1	-3	0
Cc1ccc(S(=O)(=O)Nc2ccc(NC(=O)CN3CCCCC3)cc2)cc1	-2	0	2	-2	2	1	-2	-1	0	-1
CC(C)(C)OC(=O)N1CCC(C(=O)Nc2ccc(C(=O)N3CCOCC3)cc2)CC1	6	3	-2	1	6	-1	-3	-12	-2	3
COc1cc(N(C)C)ccc1C=c1c2ccccc2n2c1cc(-c1ccccc1)[n+]2C	-72	-7	43*	3	-45	-76	-30	14	27*	-148
Cc1cc(NC(=O)Nc2ccc(Cl)cc2)n(C)n1	-6	1	3	2	-10	8	1	4	-3	2
O=C1NC[C@@H](CCCCN2C[C@H](Cc3ccccc3)N(CCC3CCCCC3)C(=O)C2=O)N(CC2CCCCC2)C1=O	.	0	3	3	-2	0	2	6	-3	12
O=C(O)C1(c2ccccc2)CCN(S(=O)(=O)c2ccccc2)CC1	7	5	2	5	-4	-2	-2	0	1	6
CC(C)(C)c1ccc(-c2ncccc2O)cc1	2	-1	1	-1	-1	6	1	0	-2	-6
Cc1ccc(S(=O)(=O)NCC(=O)Nc2ccc3c(c2)OCO3)cc1	3	0	0	-5	0	-7	-4	2	5	3
CCn1c(SCC(=O)NC2CCCCC2)nnc1-c1cccnc1	-2	1	0	4	-2	2	4	-5	4	-2
O=C(Nc1nc2ccccc2n1CCN1CCCCC1)C1CCCCC1	3	1	-2	-4	-3	11	-1	-12	3	2
COc1ccc(/C=C/c2cc(O)cc(O[C@@H]3O[C@H](CO)[C@@H](O)[C@H](O)[C@H]3O)c2)cc1O	.	-4	-9	-3	-4	-4	-1	3	-9	-7
CCc1nc(N)c(C#N)c(-c2ccccc2OC)c1C	1	-2	0	-1	-7	3	-1	-9	-6	-1
CC1CC(C)CN(c2cc3c(cc2[N+](=O)[O-])C(=O)N(c2ccccc2)C3=O)C1 (centres undefined)	-5	-4	7	-1	-7	8	0	0	3	8
COC(=O)C1C(c2ccc(OC)cc2)Nc2nnc(C(F)(F)F)n2C1(C)O (centres undefined)	1	-2	-2	-3	1	1	3	-2	-3	-1
O=C(Nc1cc(S(=O)(=O)N2CCOCC2)ccc1OCC(F)(F)F)C1=COCCO1	-6	-2	2	8	-2	-6	-4	-4	-1	-1
O=C(COC(=O)c1ccc([N+](=O)[O-])o1)Nc1cccc2ccccc12	-6	-8	-4	1	6	3	-2	6	-2	-6
CCCC(=O)Nc1nnc(-c2cccc(OCC)c2)s1	-4	1	2	0	9	2	-2	1	1	-2
Cc1cccc2nc3c(nc12)-c1ccccc1C3=O	-2	-4	-1	1	-2	-1	-5	-4	-2	2
CCCCS(=O)(=O)N1CCC(C(=O)Oc2ccccc2OC)CC1	4	1	2	5	3	-1	2	-7	4	9
Cc1ccc(-c2nnc3ccc(SCC(=O)Nc4cc(C)on4)nn23)cc1	-5	-5	-1	-2	-1	-6	-4	3	4	0
Cc1ccc(C(=O)NC(=S)NCc2cccnc2)c(C)c1	4	2	-2	-4	5	-2	3	2	3	3
Next section.
SMILES	HTRA1 inh	NPR2 activator	UHRF1 binding	PRMT1 FP inh	TCR-CD3 inh	SIAE inh	NPR1 activator	rCAG binder	MBD2 DNA inh	mABHD4 FP
O=C(CCCn1c(SCC(=O)NCC2CCCO2)nc2ccccc2c1=O)NCc1ccccc1 (centres undefined)	4	-3	2	0	-11	16	-2	-4	8	-2
O=C(OCC(=O)c1ccc(Cl)s1)c1ccccn1	0	1	-4	-2	-1	-1	5	1	2	0
Cc1cc(Cl)ccc1OCCCC(=O)N1CCN(C(=O)c2ccco2)CC1	-4	-4	0	1	2	2	-5	-4	-3	-5
O=C1[C@@H]2[C@H](C(=O)N1Cc1ccco1)[C@H]1C=C[C@@H]2C1	-3	6	0	-1	-5	-1	3	-4	4	0
Cc1ccc(C)c(S(=O)(=O)NCC(c2ccc3c(c2)OCO3)N2CCOCC2)c1 (centres undefined)	5	-19	1	-5	5	-7	-7	-6	-1	1
C/C(=N\NC1=N[C@H]2CS(=O)(=O)C[C@H]2S1)c1ccccc1	.	-8	-1	1	-2	3	0	1	-4	1
Cc1ccccc1OCC(=O)OCC(=O)NCc1cccs1	-1	0	-2	-2	5	3	2	-1	-6	-2
N#Cc1c(-c2ccccc2)ccnc1N1CCOCC1	-1	-8	0	5	0	-6	-2	-8	2	-1
COc1ccc(OC)c(NC(=O)CCNC(=O)Cn2cnc3ccccc3c2=O)c1	-1	4	-1	-2	6	1	-3	-4	0	-3
Cn1c(SCc2ccc(Cl)cc2)nnc1-c1ccc2nonc2c1	1	-4	4	-1	0	-2	-2	-3	21*	0
Cc1onc(-c2c(Cl)cccc2Cl)c1C(=O)N1C(C)CCCC1C (centres undefined)	5	-1	-2	3	7	-9	3	-6	-4	5
N#C/C(=C(/O)c1ccc(-c2cccc([N+](=O)[O-])c2)o1)c1nc2ccccc2s1	4	3	5	7	0	9	3	23	5	31*
CC(=O)c1cc(F)c(N2CCCCCC2)cc1C	-2	5	6	-3	-8	-5	0	5	-5	-9
CCOC(=O)C1=C(Cc2ccc(C)cc2)C(=O)c2ccccc2C1=O	.	8	-7	92*	-15	-4	18	6	-9	-35

Exported in CSV form: entries from further up
Compound,HTRA1 inh,NPR2 activator,UHRF1 binding,PRMT1 FP inh,TCR-CD3 inh,SIAE inh,NPR1 activator,rCAG binder,MBD2 DNA inh,mABHD4 FP
Cc1ccccc1OCC(=O)OCC(=O)NCc1cccs1,-1,0,-2,-2,5,3,2,-1,-6,-2
C/C(=N\NC1=N[C@H]2CS(=O)(=O)C[C@H]2S1)c1ccccc1,.,-8,-1,1,-2,3,0,1,-4,1
CCOC(=O)C1=C(Cc2ccc(C)cc2)C(=O)c2ccccc2C1=O,.,8,-7,92*,-15,-4,18,6,-9,-35
Cc1cc(Cl)ccc1OCCCC(=O)N1CCN(C(=O)c2ccco2)CC1,-4,-4,0,1,2,2,-5,-4,-3,-5

The list is partial. The share of hits here may be higher or lower than overall.
